From PubChem BioAssay
ST2 inh = IL1RL1 inhibition; AID 1259354; inhibition, % for hits at 17 µM; actives 2.3% (n = 78,000); Q01638; AlphaLISA ST2-Fc/biotin-IL-33 interaction, 1 h; in the data active means inhibition above about 30%; inconclusive means mostly about 10% to 28%
Target sequence (Q01638 whole entry, looked up): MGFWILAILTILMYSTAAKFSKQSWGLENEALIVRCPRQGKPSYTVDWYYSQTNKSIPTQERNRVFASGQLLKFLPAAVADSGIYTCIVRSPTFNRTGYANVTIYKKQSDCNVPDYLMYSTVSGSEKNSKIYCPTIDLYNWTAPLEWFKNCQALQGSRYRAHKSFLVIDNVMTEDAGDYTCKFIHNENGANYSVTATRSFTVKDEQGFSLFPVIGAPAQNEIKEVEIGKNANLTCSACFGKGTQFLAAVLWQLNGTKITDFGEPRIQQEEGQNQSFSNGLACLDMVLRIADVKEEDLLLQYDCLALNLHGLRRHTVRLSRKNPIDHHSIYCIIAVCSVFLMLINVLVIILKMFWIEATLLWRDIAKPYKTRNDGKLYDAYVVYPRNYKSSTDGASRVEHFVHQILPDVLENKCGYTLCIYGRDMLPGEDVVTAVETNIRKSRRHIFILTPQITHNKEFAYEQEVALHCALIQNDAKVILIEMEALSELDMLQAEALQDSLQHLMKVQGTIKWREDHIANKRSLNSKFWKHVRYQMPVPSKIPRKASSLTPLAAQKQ
Starred values were filed as active, the others as inactive; i = inactive; ? = inconclusive. Some of the compounds tested. The share of hits here may be higher or lower than overall.

SMILES	ST2 inh
COc1cccc(CC2(C3CCNCC3)NC(=O)NC2=O)c1 (stereo unspecified)	i
O=c1[nH]cnc2c1sc1nc(-c3ccco3)c3c(c12)CCCC3	?
Cc1nn(C(=O)/C=C/c2ccccc2)c(C)c1Sc1ccccc1	39.0%*
CCn1c(C(Cc2ccccc2)NC(=O)C(C)(C)C)nc2ccccc21 (stereo unspecified)	i
CNC(=O)N1CCN(C(=O)NC)CC1	i
Cc1ccsc1CNc1cccc(C(=O)N2CCn3cncc3C2)c1	?
CCc1nnc(CN2CCC3(CCCO3)CCC2=O)o1 (stereo unspecified)	?
COc1ccc(Cl)cc1C(=O)Nc1c(C)cccc1C(C)C	?
CCn1cc(C(=O)N2CCN(C)CC2)c(=O)c2cc(S(=O)(=O)N3CCCCC3)ccc21	i
CC1=C(C(=O)OC2CCCCC2)C(c2cccc(C)c2)n2ncnc2N1 (stereo unspecified)	i
O=C(Nc1cccc(C(F)(F)F)c1)c1ccc(N2C(=O)c3ccccc3C2=O)cc1	i
COc1ccccc1C(=O)NCCn1cc(SCc2cccc(F)c2)c2ccccc21	?
O=C(c1cc2nc(-c3ccco3)cc(C(F)(F)Cl)n2n1)N1CCOCC1	i
Cn1c(SCC(=O)N2CCCc3ccccc32)nc2c([nH]c3ccccc32)c1=O	i
NS(=O)(=O)c1cccc(NS(=O)(=O)c2ccc(O)c([N+](=O)[O-])c2)c1	i
Clc1ccccc1N1CCN(Cc2ccco2)CC1	i
COc1cc(C2CC(=O)N(Cc3ccc(F)cc3)c3ccccc3S2)cc(OC)c1OC (stereo unspecified)	i
O=C(CCc1ccccc1)NC1CC(=O)N(c2ccccc2)C1 (stereo unspecified)	i
COc1ccccc1N1CCN(C2CCCN(S(=O)(=O)Cc3ccccc3)C2)CC1 (stereo unspecified)	?
COc1ccc(C(O)C(=O)N2CCc3c(nc(C)nc3N3CCCC3)C2)cc1 (stereo unspecified)	i
CC1CCC(C(=O)NC(Cc2c[nH]c3ccccc23)C(=O)NCc2ccco2)CC1 (stereo unspecified)	i
COc1ccccc1C(=O)ON=C1c2ccccc2-c2ccccc21	?
CCNc1nc(NC(C)C)nc(SCCOc2ccccc2)n1	?
CC1CCCN(c2c([N+](=O)[O-])c(=O)oc3ccccc23)C1 (stereo unspecified)	?
COc1cccc(Cn2c(CNC(=O)c3cc(OC)cc(OC)c3)nc3cccnc32)c1	?
Cc1cc(C)c(C(=O)N(C)Cc2nc3ccc(Cl)cc3[nH]2)c(=O)[nH]1	i
O=C(Nc1ccc(Oc2ccc(Cl)cc2)cc1)c1cnc2n(c1=O)CCS2	i
Cc1cc(C2CCCN2Cc2cccc(C(=O)Nc3cccnc3)c2)no1 (stereo unspecified)	i
OCc1ccc(CN2CCC(n3cc(-c4cccnc4)nn3)CC2)o1	i
COc1ccc(-c2ccc(CCC(=O)O)n2-c2ccc(Br)cc2)cc1	?
N#C/C(=C\c1ccc(Cl)cc1)C(=O)Nc1nc2c(s1)CN(Cc1ccccc1)CC2	?
CC1=C(C(=O)Nc2nc3ccccc3s2)C(c2cccc(Cl)c2)C2=C(CCCC2=O)N1 (stereo unspecified)	?
CCCCNC(=O)CN1C(=O)C(CC)Oc2ccccc21 (stereo unspecified)	i
O=C1OC(c2ccc(Cl)cc2)=NC1=C(Cl)Cl	i
N#CC1=C([S-])N[C@@](O)(c2ccccc2)[C@H]([n+]2cccc3cc(Cl)ccc32)[C@H]1c1cccnc1	?
COc1ccc(C(=O)Oc2ccccc2NC2=NS(=O)(=O)c3ccccc32)cc1OC	i
COCc1cc(C)nc(N2CCCCC2)c1C#N	i
O=C(O)CCC(=O)Nc1nnc(C2CC2)s1	i
COc1ccc(Cn2c(Oc3ccccc3C)nc3c2c(=O)n(C)c(=O)n3C)cc1	i
CC(=O)N(c1ccc2oc3c(c2c1)CCCC3)S(=O)(=O)c1cc(C)ccc1C	i
COc1cccc2c1oc(=O)c1c(N)nc3c(c12)CCCC3	i
COCCNC(=O)Cn1c(=O)n(CCCC(=O)NCc2ccc(C)cc2)c(=O)c2sccc21	i
c1ccc(CC2CN=C(N3CCOCC3)S2)cc1 (stereo unspecified)	i
N#CC1=C(N)OC2=C(CCC/C2=C\c2ccccc2)C1c1ccccc1 (stereo unspecified)	i
Cc1ccc(CNC(=O)CCCn2c(=O)c3sccc3n(Cc3cccc(C)c3)c2=O)cc1	i
O=C(C1CC1)N1CCc2cc(Br)cc(S(=O)(=O)N3CCc4ccccc4C3)c21	i
COc1ccc(NS(=O)(=O)c2ccc(NC(=O)c3ccccc3O)cc2)nn1	i
CCOC(=O)N1CCN(C(=O)CN(c2c(C)cccc2C)S(C)(=O)=O)CC1	i
O=C(NCCN1CCCCCC1)c1ccc2c(c1)NC(=O)C(N1CCOCC1)S2 (stereo unspecified)	i
CCOC(=O)C1(C/C=C/c2ccccc2)CCCN(C(=O)c2ccc3c(c2)no[n+]3[O-])C1 (stereo unspecified)	?
Clc1ccc(OCCSc2ncnc3ccccc23)cc1	i
O=C(N[C@H]1CCN2C(=O)c3ccccc3NC(=O)[C@H]12)C1CCCC1	i
COc1ccccc1NC(=O)c1cccc(C)c1	i
COc1ncccc1C(=O)N1CCOc2ccc(C(O)C(c3ccccc3)c3ccccc3)cc2C1 (stereo unspecified)	i
CC(C)CNc1ncnc2ccc(Br)cc12	i
CC/C=C\CC(O)C(O)CCC(O)CCCCCCCC(=O)O (stereo unspecified)	i
Cc1nc(N(C)C2CCCCC2)ncc1C(C)NC(=O)c1ocnc1C (stereo unspecified)	i
CSc1ccc(CN(C(=O)CN(C)C2CCS(=O)(=O)C2)C2CC2)cc1 (stereo unspecified)	?
Cc1ccc(C(=O)Nc2cc3ccccc3oc2=O)cc1C	i
CC1=C(C(=O)Nc2ccccn2)C(c2ccc3c(c2)OCO3)C2=C(CCCC2=O)N1 (stereo unspecified)	i

Next section:
SMILES	ST2 inh
C=C1[C@H](OC(C)=O)[C@H]2[C@@H](OC(=O)c3ccccc3)[C@@H](C)C[C@]2(O)[C@@H](OC(C)=O)[C@H](C)/C=C/C(C)(C)C(=O)[C@H](OC(C)=O)[C@H]1OC(C)=O	i
CC(=O)Nc1ccc(C(=O)c2ccccc2)cc1	?
CCN(CC)S(=O)(=O)c1ccc(C(=O)Nc2c3c(nn2-c2ccc(C)cc2)CSC3)cc1	i
COc1ccc(-c2nc(N3CCCCC3)nc3nn4c(C)cc(C)nc4c23)cc1	?
CN(Cc1cnc(N)nc1)Cc1cccc2cnccc12	i
CCN(CC1CCN(C2CCN(C)CC2)CC1)C(=O)CCC(=O)c1ccc(OC)cc1	i
NC(=O)c1cnc2n1CCN(C(=O)c1ccc3c(c1)CCO3)C2	?
COc1ccc(C2SCCN2S(=O)(=O)c2ccc(C)cc2)cc1Br (stereo unspecified)	i
O=c1n(CCCN2CCN(c3cccc(Cl)c3)CC2)nc2ccccn12	i
C=C1CC[C@H]2C(=C)CC[C@H]3C(=C)C(=O)O[C@@H]3[C@@H]12	i
c1ccc(CNc2cc(-c3n[nH]c4ccccc34)c3cc[nH]c3n2)nc1	?
CC1(C)CC(C(CCN2C(=O)c3ccccc3C2=O)c2ccccc2)CCO1 (stereo unspecified)	i
CC(C)SCCNS(=O)(=O)c1sc2c(c1C(=O)O)CCNC2	?
CCN(CC)CCCNCc1c(F)cccc1Cl	i
O=C(CN1CCN(Cc2ccc(Cl)cc2)C1=O)NCCCN1CCOCC1	i
Cc1ccc(S(=O)(=O)N2CCSC2c2ccc(Br)cc2)cc1 (stereo unspecified)	70.0%*
COc1ccc(-n2ncc3c(N4CCCCC4)ncnc32)cc1	i
COc1ccc(Cl)cc1S(=O)(=O)n1nnc2ccccc21	?
Cc1cccnc1CN1CCN(Cc2nc[nH]c2C)CC1	i
Cc1nn(C)cc1CN1CCC(c2cccc(F)c2)Sc2ccccc21 (stereo unspecified)	i
Cc1ccc(-c2nnc(-c3cccc(Br)c3)o2)cc1	i
O=C(c1ccco1)N1CCCN(Cc2cc(C#CCO)cs2)CC1	?
O=c1c2sccc2n(Cc2cccc(F)c2)c(=O)n1-c1ccc(F)cc1	?
CC(=O)Nc1cnn(-c2ccc(C(=O)N3CCC(Sc4ccc(F)cc4)CC3)cc2)c1	i
COCC(C)NC(=O)c1cc(-c2ccco2)on1 (stereo unspecified)	i
Cc1cc(-c2ccccc2)n(-c2ccc(Cl)cc2)n1	i
CCOc1ccc(N2CC(NC(=O)C(CC)CC)CC2=O)cc1 (stereo unspecified)	?
O=c1c(F)cn(C2CCCO2)c(=O)n1Cc1ccc(Cl)cc1 (stereo unspecified)	?
Cc1ccc(CN2CCC(CNC(=O)c3cccc(N)c3)C2)cc1C (stereo unspecified)	?
Cc1cc(NC(=O)c2cc(CC(C)C)on2)no1	i
COC(=O)Cn1cnc2scc(-c3ccc(OC)c(OC)c3)c2c1=O	i
CC1CCCC(NC(=O)Cc2cn(C)c3ccccc23)C1C (stereo unspecified)	i
CCc1cc2c(N3CCCCCC3)ncnc2s1	i
CN1C[C@@H](NS(=O)(=O)c2ccc(C#N)cc2)C[C@H]1c1nc(-c2ccc(Cl)cc2)no1	i
CCCOc1ccc(C(O)=C2C(=O)C(=O)N(CCCN3CCOCC3)C2c2cccnc2)cc1 (stereo unspecified)	i
COc1cc(NC(=O)c2ccccc2)c(OC)cc1NC(=O)CCc1ccccc1	?
O=C(N/C(=C\c1ccccc1F)C(=O)N1CC2CC(C1)c1cccc(=O)n1C2)c1ccccc1 (stereo unspecified)	i
OCc1ccc(-c2c(-c3ccccc3)ncn2Cc2ccc3c(c2)OCO3)o1	i
Cc1cccc(-n2ncc3c(N(C)C4CCCCC4)ncnc32)c1	i
CCOc1ccc(C(=O)NCc2nc3cccnc3n2Cc2ccc(OC)cc2)cc1	?
Cc1ccc(-c2noc(CCC(=O)NCCCN3CCCC3)n2)cc1	i
CC1CCC(N2C(=O)c3ccccc3C2C(=O)NC2CCCCC2)CC1 (stereo unspecified)	?
O=C(CCS(=O)(=O)c1cccc2nonc12)Nc1ccccc1Cl	i
CCc1nc(N)sc1C(=O)N1CCC(O)(c2ccccc2C)C1 (stereo unspecified)	?
Cc1ccc(-c2cccc(C(=O)NCCSc3nnnn3C)c2)o1	?
Cc1c(Cl)cccc1NS(=O)(=O)c1cccc2nsnc12	?
c1ccc(CCC2CCCNC2)cc1 (stereo unspecified)	?
CCCCNC(=O)CNC(=O)c1cccs1	i
Clc1ccc(CSc2c[nH]c3ccccc23)cc1	?
CCOC(=O)c1ccccc1NC(=O)NCCc1nc2cccnc2n1C1CCCCC1	?
COc1ccccc1CC(CC(=O)O)C(=O)O (stereo unspecified)	i
CC(C)CCNC(=O)c1ccc(CS(=O)(=O)c2ccc(Br)cc2)o1	?
COc1ccc(OC)c(-c2[nH]nc3c2C(c2cn[nH]c2-c2ccc(F)cc2)C(C#N)=C(N)O3)c1 (stereo unspecified)	?
CC1SC(NC(=O)COc2ccccc2)=NC1=O (stereo unspecified)	i
COc1ccc2c(c1)OC1(C)CC2/C(=C(\C)O)C(=O)N1 (stereo unspecified)	i
CCOc1ccc(Cn2c(CNS(=O)(=O)c3c(C)cc(C)cc3C)nc3cccnc32)cc1	i
COc1cccc(NC(=O)CCCC(=O)O)c1	i
Cc1cc(NC(=O)c2cnc3sccn3c2=O)no1	i
Cc1ccc(S(=O)(=O)NCCSC(C)(C)C)cc1	i
CN1C(=O)c2ccccc2Sc2ccc(C(=O)O)cc21	i

Rewritten as a markdown table: part of the list above
| structure | ST2 inh |
| --- | --- |
| CC1CCC(N2C(=O)c3ccccc3C2C(=O)NC2CCCCC2)CC1 (stereo unspecified) | ? |
| O=C(CCS(=O)(=O)c1cccc2nonc12)Nc1ccccc1Cl | i |
| CCc1nc(N)sc1C(=O)N1CCC(O)(c2ccccc2C)C1 (stereo unspecified) | ? |
| Cc1ccc(-c2cccc(C(=O)NCCSc3nnnn3C)c2)o1 | ? |
| Cc1c(Cl)cccc1NS(=O)(=O)c1cccc2nsnc12 | ? |
| c1ccc(CCC2CCCNC2)cc1 (stereo unspecified) | ? |
| CCCCNC(=O)CNC(=O)c1cccs1 | i |
| Clc1ccc(CSc2c[nH]c3ccccc23)cc1 | ? |
| CCOC(=O)c1ccccc1NC(=O)NCCc1nc2cccnc2n1C1CCCCC1 | ? |
| COc1ccccc1CC(CC(=O)O)C(=O)O (stereo unspecified) | i |
| CC(C)CCNC(=O)c1ccc(CS(=O)(=O)c2ccc(Br)cc2)o1 | ? |
| COc1ccc(OC)c(-c2[nH]nc3c2C(c2cn[nH]c2-c2ccc(F)cc2)C(C#N)=C(N)O3)c1 (stereo unspecified) | ? |
| CC1SC(NC(=O)COc2ccccc2)=NC1=O (stereo unspecified) | i |
| COc1ccc2c(c1)OC1(C)CC2/C(=C(\C)O)C(=O)N1 (stereo unspecified) | i |
| CCOc1ccc(Cn2c(CNS(=O)(=O)c3c(C)cc(C)cc3C)nc3cccnc32)cc1 | i |
| COc1cccc(NC(=O)CCCC(=O)O)c1 | i |
| Cc1cc(NC(=O)c2cnc3sccn3c2=O)no1 | i |
| Cc1ccc(S(=O)(=O)NCCSC(C)(C)C)cc1 | i |
| CN1C(=O)c2ccccc2Sc2ccc(C(=O)O)cc21 | i |

Next part.
SMILES	ST2 inh
CC(C)CC(O)C1CCN(Cc2cn[nH]c2-c2ccc(F)cc2)CC1 (stereo unspecified)	?
O=C(N[C@H]1CCN2C(=O)c3cc(/C=C/c4ccccc4)ccc3NC(=O)[C@H]12)C1CCCC1	?
Cc1ccc(NC(=O)c2ccc(C)c(S(=O)(=O)Nc3ccccn3)c2)cc1	i
CN(Cc1cnccn1)C(=O)c1ccc(CSc2ncccn2)o1	?
Oc1oc(-c2ccccc2)nc1C=Nc1ccc(Br)cn1	i
CN(C)c1nc2ccc(O)cc2s1	i
CCOC(=O)c1cccnc1-c1ccc(C)c2ncccc12	i
Cc1cc(CNC(=O)C2CCCN2S(C)(=O)=O)c2[nH]c(C)c(C)c2c1 (stereo unspecified)	?
CC(C)C(=O)Nc1nc2cc(NC(=O)C3CCN(S(=O)(=O)N4CCCC4)CC3)ccc2s1	i
Cc1ccc(S(=O)(=O)N=C2C=CC(=O)c3ccccc32)c(C)c1	61.0%*
Cc1ccc(C(=O)NCCc2nc3ccccc3[nH]2)cc1[N+](=O)[O-]	?
CCN(CCn1cccn1)C(=O)CC1C(=O)NCCN1Cc1cc(OC)cc(OC)c1 (stereo unspecified)	i
